USP1-UAF1 inh: Inhibitors of USP1/UAF1: Primary Screen. Ubiquitin carboxyl-terminal hydrolase 1 (Homo sapiens), O94782. Potency, µM (doses to about 57.1 µM), inactives show at the top dose activity change, negative = inhibition, actives largely listed as inhibitors. AID 743255, 2014. recombinant USP1/UAF1, Ub-Rhodamine cleavage fluorescence. actives 0.23% (n = 390,000); also: potency is read from the fitted curve at half-maximal effect; % is scaled to controls: 0 for no effect and ±100 for the full control effect; nearly all actives have a fitted effect of over 60% in size; inactives centre near -12
Target sequence (O94782 whole entry, looked up): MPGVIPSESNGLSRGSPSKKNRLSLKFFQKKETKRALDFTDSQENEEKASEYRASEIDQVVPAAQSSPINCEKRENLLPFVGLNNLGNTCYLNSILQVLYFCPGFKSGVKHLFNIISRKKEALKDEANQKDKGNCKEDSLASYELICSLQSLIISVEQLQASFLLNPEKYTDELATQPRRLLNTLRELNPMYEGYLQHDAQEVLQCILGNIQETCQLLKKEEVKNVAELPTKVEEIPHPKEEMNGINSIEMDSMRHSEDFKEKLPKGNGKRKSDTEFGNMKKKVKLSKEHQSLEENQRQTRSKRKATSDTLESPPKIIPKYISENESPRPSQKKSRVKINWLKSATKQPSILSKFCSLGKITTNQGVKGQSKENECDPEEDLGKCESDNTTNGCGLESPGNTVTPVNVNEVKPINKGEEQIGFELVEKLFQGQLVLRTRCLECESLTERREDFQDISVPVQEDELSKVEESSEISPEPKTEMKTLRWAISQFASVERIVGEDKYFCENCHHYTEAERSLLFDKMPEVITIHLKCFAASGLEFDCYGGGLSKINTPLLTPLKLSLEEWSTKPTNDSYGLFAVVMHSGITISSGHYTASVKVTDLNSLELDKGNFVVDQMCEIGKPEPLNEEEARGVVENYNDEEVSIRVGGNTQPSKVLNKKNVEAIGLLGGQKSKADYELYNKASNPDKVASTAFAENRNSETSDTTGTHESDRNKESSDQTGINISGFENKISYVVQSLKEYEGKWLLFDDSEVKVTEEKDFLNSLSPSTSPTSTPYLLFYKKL
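1 nM enzyme complex + cpd, 15 min RT; start with Ub-Rho 150nM final; kinetic fluorescence ex 480/em 540, 6 reads q60 s. Buffer 50mM HEPES pH 7.8, 0.5mM EDTA, 0.1 mg/ml BSA, 1mM TCEP, 0.01% Tween-20.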
RXFP1 ag: qHTS Assay for Agonists of the Relaxin Receptor RXFP1; HEK293T-RXFP1 cAMP TR-FRET, 30 min; response scale: percent of porcine relaxin response, buffer zero; Potency, µM (titrated, usually from 57.5 µM), without a hit: top-dose activation, usual class: activators; actives 0.3% (n = 370,000); AID 2676, 2010; also: potency is read from the fitted curve at half-maximal effect; % is scaled to controls: 0 for no effect and ±100 for the full control effect; nearly all actives have a fitted effect of over 60% in size; many of its hits are not listed in these tables
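cAMP rise read by TR-FRET after 30 min, 37C compound exposure (up to 58 uM) in RXFP1-transfected HEK293 cells with Ro 20174 present. EC50 from Hill-equation fits, with 29 nM porcine relaxin as 100% and buffer as basal.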
PI4K2A inh: qHTS for small molecular inhibitors of PI4K2A; purified PI4K2A, ADP-Glo luminescence, 1 h; hits give low values; activity change, negative = inhibition, % at 76.9 µM; actives 0.13% (n = 420,000); AID 1346378, 2018; in the data active = activity change below about -50%; inconclusive = mostly about -30% to -49%;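 also: -100% = wells without enzyme as full effect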
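In this quantitative HTS, ADP production by PI4K2A was quantified luminescently after 1 h at ambient temperature; 100 microM adenosine served as plate-quality control.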
Glioma ERSR ind: qHTS for Inducers of the Endoplasmic Reticulum Stress Response (ERSR) in Human Glioma: qHTS; U87-MG GRP78 promoter luciferase reporter, 16 h; Potency, µM, without a hit: top-dose activation, most hits filed as activators; actives 0.02% (n = 420,000); also: potency is read from the fitted curve at half-maximal effect; series mostly up to about 76 µM; % of control where 0% means no effect; nearly all actives have a fitted effect of over 35% in size
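Stably transfected U87-MG human glioma cells carrying a GRP78-based luminescent sensor were seeded at 1000 cells/well, pin-dosed with compounds and incubated 16 h. Luciferase reagent was then added, and end-point luminescence was read after 10 min at room temperature.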
LDHA inh: qHTS assay for inhibitors of human lactate dehydrogenase; L-lactate dehydrogenase A chain (Homo sapiens), P00338; purified LDHA, NADH/diaphorase-resazurin fluorescence; hits give low values; activity change, % (values are at about 110 or 230 µM); actives 0.15% (n = 480,000); AID 1347041, 2019; in the data active = activity change below about -30%; inconclusive = mostly about -25% to -30%;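 also: plate controls were DMSO wells for no effect and wells without enzyme for full effect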
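Remaining NADH was detected by diaphorase (0.133 mg/mL) converting 37 µM resazurin to fluorescent resorufin, read at 0 and 20 minutes. The preceding 5-minute room-temperature reaction used 2 nM LDHA, 0.2 mM sodium pyruvate and 0.06 mM NADH at pH 7.4.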
TrxR1 substrate: qHTS Assay for Substrates of Mammalian Selenoprotein Thioredoxin Reductase 1 (TrxR1): qHTS; purified TrxR1 substrate turnover, NADPH consumption readout; Potency, µM (top dose mostly 114 µM), inactives show at the top dose activity change, negative = substrate turnover; actives 0.01% (n = 390,000); also: potency is read from the fitted curve at half-maximal effect; % is scaled to controls: 0 for no effect and ±100 for the full control effect; nearly all actives have a fitted effect of over 50% in size
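Rat TrxR1, dispensed at 90 nM, was prereduced with 400 uM NADPH (final) for 5 min at ~22 deg C, then incubated with compound 15 min before 400 uM selenite. A first-read NADPH fluorescence drop versus no-compound background flagged substrates.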
Vif-A3F inh: qHTS for Inhibitors of Vif-A3F Interactions: qHTS | HeLa A3F-eYFP + Vif (tagged APOBEC3F with the HIV-1 protein that degrades it), YFP fluorescence increase | Potency, µM (series often up to 46.1 µM), without a hit: at the top dose activity, negative = active | actives 0.2% (n = 390,000); also: potency is read from the fitted curve at half-maximal effect; % of control where 0% means no effect; nearly all actives have a fitted effect of over 65% in size
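HeLa cells stably expressing Vif plus C-terminally eYFP-tagged A3F were seeded, incubated overnight at 37 deg C, dosed with compound, incubated overnight again at 37 deg C. Yellow fluorescence (Ex 488/Em 500-530) reported blocked Vif-mediated A3F-eYFP degradation.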
IDH1 R132H inh: qHTS for Inhibitors of mutant isocitrate dehydrogenase 1 (IDH1): qHTS | Isocitrate dehydrogenase [NADP] cytoplasmic (Homo sapiens), O75874 | IDH1-R132H enzyme, NADPH consumption, diaphorase/resazurin fluorescence | actives 0.093% (n = 390,000) | Potency, µM (top dose mostly 76.6 µM), without a hit: at the top dose activity change, negative = inhibition, usual class: inhibitors; also: potency is read from the fitted curve at half-maximal effect; % is scaled to controls: 0 for no effect and ±100 for the full control effect; nearly all actives have a fitted effect of over 65% in size
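IDH1-R132H (0.5 ug/mL dispensed) in pH 7.5 Tris buffer was preincubated 30 min with compound, then given a substrate mix of 0.016 mM NADPH and 2 mM alpha-KG for 80 min at room temperature; remaining NADPH was read by diaphorase/resazurin fluorescence.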
Vif-APOBEC3G blk: qHTS for Inhibitors of Vif-A3G Interactions: qHTS; DNA dC->dU-editing enzyme APOBEC-3G (Homo sapiens), Q9HC16; HeLa A3G-eYFP + Vif (tagged APOBEC3G with the HIV-1 protein that degrades it), YFP fluorescence, overnight; Potency, µM (top dose mostly 46.1 µM), for the others: at the highest dose activity, negative = active, most hits filed as inhibitors; actives 0.076% (n = 410,000); AID 602310, 2012;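 also: potency is read from the fitted curve at half-maximal effect; % is scaled to controls: 0 for no effect and ±100 for the full control effect; nearly all actives have a fitted effect of over 60% in size; hits raise eYFP signal because A3G escapes Vif-driven loss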
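HeLa cells stably expressing Vif and C-terminally eYFP-tagged A3G, seeded overnight at 37 deg C, then exposed to compound by pintool overnight at 37 deg C. Rise in yellow fluorescence (Ex 488/Em 500-530, Acumen) marks blocked Vif-driven A3G degradation.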
The depositor's hits bear a star; u = inconclusive; x = no result given; & = joins results of further samples; [ ] = dose if it differs, or a comment. Unless noted, calls follow the shape of the dose curve; as a rule, active = well fitted curve in the direction sought with a large enough effect; inconclusive = small, poorly fitted or top-dose-only effect, or another doubt; inactive = no such curve, though single readings can be large; an effect the other way counts as inactive or inconclusive.

canonical_smiles	USP1-UAF1 inh	RXFP1 ag	TrxR1 substrate	Vif-A3F inh	LDHA inh	PI4K2A inh	Vif-APOBEC3G blk	IDH1 R132H inh	Glioma ERSR ind
COc1ccc(NC(=O)Cn2nc(-c3ccncc3)ccc2=O)cc1Cl	u	4.8%	-3%[57.1 µM]	-4%	-5	-3	1%	0%	-4%
CCCN1C(=O)SC(CC(=O)Nc2ccc(C)cc2)C1=O (configuration not stated)	-11%	1.5%	-7%	x	1	9	2%	5%	1%
NCCCC[C@@H]1NC(=O)c2cc([N+](=O)[O-])cc(F)c2NCCCC[C@@H](C(N)=O)NC(=O)CNC1=O	-32%	2.9%	-3%	-12%	1	1	1%	-15%	-4%
CC1=C(C#N)C(=O)NC1(C)O (configuration not stated)	-21%	x	x	0%	0	-3	2%	-3%	-3%
COc1ccc(-c2nnc(SCC(=O)Nc3cccnc3Cl)n2C)cc1	-17%	6.3%	-4%	2%	-2	-4	-2%	1%	-3%
O=C(CSc1nc(-c2ccco2)cc(C(F)(F)F)n1)N1CCSCC1	-5%	1.4%	13%	-8%	-8	-5	-8%	4%	1%
COc1cc(C)nc(N2CCCC(C(=O)Nc3cccc(Cl)c3Cl)C2)n1 (configuration not stated)	-23%	0.0%	-7%	6%	-10	7	2%	-2%	-6%
COc1cc(C2SCC(=O)N2CCc2ccc(OC)c(OC)c2)ccc1O (configuration not stated)	-20%	-0.3%	8%[57.1 µM]	-23%	-1	4	-4%	1%	3%
Cc1ccc(/C=C(\C#N)C(=O)Nc2cccc(Cl)c2)o1	-19%	1.9%	1%	x	-8	-1	x	x	x
CCC(CC)C(=O)Nc1ccc([N+](=O)[O-])cn1	-19%	6.2%	-3%[57.1 µM]	1%	-6	-2	0%	-6%	5%
COC(=O)N/N=C/c1ccc(-c2ccccc2Cl)o1	-23%	-2.2%	4%[57.1 µM]	8%	-2	0	-14%	6%	1%
Cc1c(C(=O)Nc2cccc(S(=O)(=O)N3CCOCC3)c2)oc2ccc(Br)cc12	u	x	-3%[57.1 µM]	7%	1	2	0%	3%	-3%
N#Cc1ccc(CSCC(=O)NN=C2CCCC2)cc1	-8%	-0.3%	-9%	-6%	-3	-3	1%	-11%	-4%
CCCSc1ncc(Cl)c(C(=O)Nc2sc3c(c2C(=O)NCC)CCCC3)n1	u	-1.0%	-10%&6%	x	-12&1	0	5%	x	-4%
COc1cccc(CCNC(=O)c2ccc(C#N)cc2)c1	-10%	-0.6%	0%	-5%	-2	4	2%	0%	-4%
Cc1nnc(NC(=O)CCn2c(=O)oc3ccc(Cl)cc32)s1	-13%	-0.1%	-8%	3%	-6	7	0%	5%	-6%
c1ccc(Nc2cccc3c(Nc4ccccc4)cccc23)cc1	-21%	7.4%	90%[activator]	-2%	8	1	5%	7%	0%
CCc1noc(C)c1C(=O)Nc1ccc(Cl)c(S(=O)(=O)N2CCCCC2)c1	-16%	0.1%	-1%	3%	-2	2	2%	2%	-4%
CCn1c(CNC(=O)c2cccs2)n[nH]c1=S	-21%	-0.6%	-8%	0%	2	-3	-1%	1%	-3%
CC1=C(C(=O)OCc2ccccc2)C(c2ccccc2[N+](=O)[O-])NC(=O)N1C (configuration not stated)	-23%	0.4%	-4%	9%	3	-1	-2%	-6%	0%
CC(C)(C)c1cc(=O)[nH]c(SCc2ccccc2Cl)n1	-7%	-0.4%	4%[57.1 µM]	-21%	3	2	-2%	2%	-6%
CCOc1ccc(NC(=O)c2c(NCc3ccc(C)o3)sc3c2CCC(C)C3)cc1 (configuration not stated)	-16%	0.0%	-5%[57.1 µM]	-5%	-3	-1	1%	9%	-3%
CCc1cc(C(=O)Nc2cc(S(=O)(=O)N3CCCCC3)ccc2N2CCN(C)CC2)sc1C	-18%	x	x	2%	-1	-4	-20%	-8%	-9%
CC1(C)CC(=O)C2=C(C1)OC(N)=C(C#N)C2c1ccc(OC(=O)N2CCOCC2)cc1 (configuration not stated)	-18%	2.1%	8%	-6%	7	-7	7%	0%	-6%
CCCCCCCCc1nnc(NC(=O)c2ccco2)s1	29%	0.1%	5%	-3%	-10	-2	-1%	-2%	-1%
Cc1nn(-c2ccccc2)c2c1N(CCCC(=O)NC(C)c1ccccc1)C(=O)CS2 (configuration not stated)	-20%	0.4%	0%[57.1 µM]	2%	-3	-2	-14%	12%	2%
O=C(Cc1cccc2ccccc12)NCC(=O)N1CCN(CC(=O)Nc2ccc(F)cc2)CC1	-19%	x	x	2%	-8	4	1%	10%	-1%
Cc1ccc(-c2nnc(Nc3ccc(F)cc3)c3ccccc23)cc1S(=O)(=O)NC(C)C	-15%	4.2%	6%	-4%	-4	3	-6%	u	-2%
O=C(Nc1ccc2ccccc2c1)[C@@H]1C[C@H]1[C@@H](NP(=O)(c1ccccc1)c1ccccc1)c1ccccc1	-19%	-2.8%	-6%	3%	0	8	-13%	-3%	5%
CCCc1nnc(NC(=O)CS(=O)(=O)c2ccccc2)s1	-17%	3.6%	2%	-1%	-1	5	-8%	-4%	2%
COC(=O)c1sccc1NC(=O)c1ccc(OC)cc1	-3%	1.7%	2%	3%	-5	-9	1%	3%	-3%
CCN(CC)C(=O)NC1CCCCCCC1	4%	0.0%	5%	0%	-2	1	-6%	3%	2%
COc1cc(NC(=O)c2ccco2)c(OC)cc1NC(=O)CCC(=O)Nc1cc(C)ccc1C	-12%	2.1%	54%[activator][57.1 µM]	-1%	-4	-3	-3%	0%	-4%
Cc1nn(C(C)C(=O)NCc2cccs2)c(=O)c2nn(-c3ccccc3)c(C)c12 (configuration not stated)	-14%	0.8%	1%	-3%	-11	3	-1%	6%	-3%
Cc1ccc(OCCN(C)C(=O)c2cc(COc3ccc(F)cc3F)on2)cc1	-3%	-0.2%	-14%	-4%	2	-2	-1%	7%	0%
CCOc1ccc(NC(=O)CCC(=O)c2ccc(F)cc2)cc1	-8%	2.7%	-1%	1%	-3	0	8%	-4%	2%
COc1ccc(OC)c(-n2nnnc2SCC(=O)O)c1	-12%	0.6%	10%[57.1 µM]	4%	-9	1	1%	2%	-5%
CC(NC(=O)c1ccc2c(=O)n3c(nc2c1)CCCCC3)c1ccccc1 (configuration not stated)	-22%	-0.1%	7%[57.1 µM]	-5%	-7	2	-5%	-2%	-1%
O=S(=O)(NCC1CCCO1)c1ccc(NS(=O)(=O)c2ccc(F)cc2)cc1 (configuration not stated)	-26%	2.8%	1%	1%	-7	0	6%	0%	2%
O=C(CSc1nc(Nc2ccccc2)nc(N2CCOCC2)n1)Nc1ccc2c(c1)OCCO2	-17%	2.5%	8%	-2%	-11	7	-3%	0%	-3%
COc1cccc(NC(=O)CCN2C(=O)C3CC=CCC3C2=O)c1 (configuration not stated)	-7%	-0.3%	-1%	-4%	-13	-4	1%	0%	4%
COc1ccc(OC)c(NC(=O)CC2C(=O)NCCN2C(=O)Nc2cccc(Cl)c2)c1 (configuration not stated)	-11%	3.9%	6%	-1%	1	-6	-12%	8%	-4%
COc1ccc(C(=O)OCN2C(=O)c3ccccc3C2=O)cc1	-12%	0.1%	6%[57.1 µM]	1%	-6	0	-1%	-7%	-1%
O=C1NC2(CCCCC2)CO1	-11%	-0.2%	6%	2%	0	4	0%	-3%	-6%
COc1ccc(CCN(C(=O)c2ccco2)C(C(=O)NC2CCCC2)c2ccncc2)cc1OC (configuration not stated)	-15%	-0.4%	-13%	0%	-1	1	-1%	0%	-4%
CNS(=O)(=O)c1cnccc1N1CCN(c2cccc(Cl)c2)CC1	-2%	3.1%	11%[57.1 µM]	-8%	-8	-4	-12%	13%	-3%
O=C(O)Cn1cc(/C=c2/sc3nc4ccccc4n3c2=O)c2ccccc21	6%	0.1%	-4%[57.1 µM]	3%	-6	1	1%	0%	21%
Cc1ccc(-n2cc(CNCCc3cscn3)c(-c3ccc(F)cc3)n2)cc1	-17%	-0.1%	-5%	-12%	7	-2	2%	3%	3%

One compound at a time, as listed above.
O=C1NC2(CCCCC2)CO1 as listed: USP1-UAF1 inh = -11%; RXFP1 ag = -0.2%; TrxR1 substrate = 6%; Vif-A3F inh = 2%; LDHA inh = 0; PI4K2A inh = 4; Vif-APOBEC3G blk = 0%; IDH1 R132H inh = -3%; Glioma ERSR ind = -6%
COc1cccc(NC(=O)CCN2C(=O)C3CC=CCC3C2=O)c1 (configuration not stated) as listed: USP1-UAF1 inh = -7%; RXFP1 ag = -0.3%; TrxR1 substrate = -1%; Vif-A3F inh = -4%; LDHA inh = -13; PI4K2A inh = -4; Vif-APOBEC3G blk = 1%; IDH1 R132H inh = 0%; Glioma ERSR ind = 4%

An excerpt. The share of hits here may be higher or lower than overall.
